Bioassay records deposited in PubChem by several laboratories.
GSK3A inh: blocks human GSK-3 alpha kinase. P49840. ADP-Glo luminescence, 60 min. inhibition, % at 10 µM. 320,000 tested, 0.1% active;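 in the data active = inhibition above about 50%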;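 also: GST-tagged GSK-3 alpha with peptide substrate and 25 µM ATP; 0% = DMSO neutral wells and 100% = GW8510 positive control wells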
Target sequence (P49840 whole entry, looked up): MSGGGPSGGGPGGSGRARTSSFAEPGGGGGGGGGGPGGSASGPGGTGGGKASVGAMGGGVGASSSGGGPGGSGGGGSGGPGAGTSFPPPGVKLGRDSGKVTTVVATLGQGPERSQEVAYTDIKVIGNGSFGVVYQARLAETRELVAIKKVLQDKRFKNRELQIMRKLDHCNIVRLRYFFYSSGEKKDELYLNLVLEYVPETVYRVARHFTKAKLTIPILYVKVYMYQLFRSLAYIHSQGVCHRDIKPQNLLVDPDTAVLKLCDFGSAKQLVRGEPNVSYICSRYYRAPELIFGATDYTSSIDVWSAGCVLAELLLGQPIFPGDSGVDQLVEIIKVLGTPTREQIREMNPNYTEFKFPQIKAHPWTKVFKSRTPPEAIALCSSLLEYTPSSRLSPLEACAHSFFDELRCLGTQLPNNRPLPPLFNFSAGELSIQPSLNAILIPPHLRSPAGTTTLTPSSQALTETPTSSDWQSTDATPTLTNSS
HSF1 activator: increases HSF-1 driven luciferase reporter signal. 300,000 tested, 1.7% active. NIH3T3-HGL HSF-1 luciferase reporter, MG132, 8 h; 100% = twice DMSO control signal. AID 504408. activation, % at 9 µM;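 active = mean replicate activation of at least 50% with a set share of replicates each reaching 50%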;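 also: 0% = median of the neutral control wells and 100% = twice that signal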
aSyn UTR inh: MLPCN primary screen, SNCA 5' untranslated region. alpha-synuclein 5'UTR reporter, inhibitor activity. inhibition, % (tested at 7.5 µM). 300,000 tested, 0.82% active. AID 1813; in the data active = inhibition above about 60%;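 also: H4 neuroglioblastoma cells stably carrying SNCA 5'UTR luciferase fusion; 0% = DMSO wells and 100% = positive control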
HSP90 refold inh: HSP90 refolding inhibition in rabbit reticulocyte lysate | 290,000 tested, 0.91% active | luciferase refolding luminescence, 3 h | inhibition, % at 5.6 µM | AID 1789;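 active = inhibition above the screen-wide mean plus 3 SD, computed separately per campaign, cut at about 16% in these data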;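 also: 0% = DMSO wells and 100% = 60 µM geldanamycin wells; inhibitors lower the luminescence because luciferase stays unfolded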
AI-2 QS modul: modulates the Vibrio harveyi AI-2 quorum sensing system | activity change, % at 7.5 µM | Vibrio harveyi JMH597 AI-2 luminescence/OD600 ratio, 9 h; stronger effect = lower value; strain lacks LuxN and CqsS sensors; 0 = neutral-control median | AID 2094 | 300,000 tested, 0.4% active; in the data active = activity change below about -75%, passing the limit was not always enough;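 also: luminescence divided by OD600 gain over 9 h not by final OD600 alone; inactives centre near 13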
PolyA inhibitor: inhibitors of polyadenylation in S. cerevisiae. S. cerevisiae SKY197-pL101 polyadenylation reporter, beta-gal luminescence; efflux-impaired pdr1/pdr3 knockout yeast; score 100 = 6 SD above DMSO. calls only at 12 µM. 300,000 tested, 0.02% active. AID 1875;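 active = lowest replicate activity score at least 50, where 100 means six control SD above control mean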;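 also: yeast exposed to compound for 9 h at 30 °C; higher score means more reporter readthrough which indicates perturbed polyadenylation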
KLF5 inhibitor: inhibitors of KLF5 expression. DLD-1 KLF5 promoter-luciferase reporter, luminescence. inhibition, % at 5 µM. 290,000 tested, 0.23% active. AID 1700;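 active = inhibition above a per-plate limit of that plate's mean compound inhibition plus 3 SD, cut at about 60% in these data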;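 also: 0% = DMSO wells and 100% = LY294002 at 200 µM; higher means less KLF5 promoter-driven luciferase light; inactives centre near -14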
HSF1 inhib: HSF1 inhibition; NIH3T3-HGL HSE-luciferase, MG132-induced, luminescence 8 h; stronger effect = lower value; 300,000 tested, 0.77% active; activity change, negative = inhibition, % at 7.5 µM (by protocol);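 active = more than half of replicate wells show activity change below -50%, luminescence cut by over half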;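 also: luciferase reports HSF-1 transcriptional activity via heat shock element; 0% = median of DMSO wells and -100% = zero luminescence signal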
GSK3B inh: blocks human GSK3beta kinase activity | P49841 | 300,000 tested, 0.038% active | GST-GSK3beta kinase, ADP-Glo luminescence, 60 min; stronger effect = lower value | activity score (negative = inhibition), % at 10 µM | AID 2097;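 active = more than half of replicate wells score below -50%, meaning over 50% inhibition versus plate controls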;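 also: 0% = median DMSO wells and -100% = median GW8510 positive control wells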
Target sequence (P49841 whole entry, looked up): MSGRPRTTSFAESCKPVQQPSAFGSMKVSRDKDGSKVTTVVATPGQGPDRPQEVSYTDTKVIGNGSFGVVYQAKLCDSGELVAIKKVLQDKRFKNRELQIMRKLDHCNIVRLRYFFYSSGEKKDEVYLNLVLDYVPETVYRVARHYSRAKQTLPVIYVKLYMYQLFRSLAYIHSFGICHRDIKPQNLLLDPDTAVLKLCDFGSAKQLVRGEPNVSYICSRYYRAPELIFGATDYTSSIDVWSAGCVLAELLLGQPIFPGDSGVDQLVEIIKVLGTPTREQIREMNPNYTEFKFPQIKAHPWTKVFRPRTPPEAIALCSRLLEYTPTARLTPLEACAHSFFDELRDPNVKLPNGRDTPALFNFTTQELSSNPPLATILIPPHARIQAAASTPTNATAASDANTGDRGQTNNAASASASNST
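test system = GST-tagged human GSK3beta kinase, cell-free | reagent = 25 µM ATP with peptide substrate | dosing = one dose of 10 µM per compound | schedule = 60 min reaction, RT | detection = luminescent ADP-Glo measurement of ADP formed | control set = DMSO neutral wells and GW8510 at 20 µM as positive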
IEC-6 cytotox: counter-screen for KLF5 inhibitors: cytotoxicity in IEC-6 cells. IEC-6 cytotoxicity, luminescence viability. inhibition, % at 5 µM. 290,000 tested, 0.78% active. AID 1825; in the data active = inhibition above about 22%;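 also: 0% = plate median of test compound wells and 100% = cytotoxic reference compound wells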
The depositor's hits bear a star; i = inactive; x = no result given. The list is partial, so the mix of outcomes need not match the whole.

A first look (2 entries):
#	Structure	GSK3A inh	HSF1 activator	aSyn UTR inh	HSP90 refold inh	AI-2 QS modul	PolyA inhibitor	KLF5 inhibitor	HSF1 inhib	GSK3B inh	IEC-6 cytotox
1	COc1ccc(-c2csc(COC(=O)C(C)(C)C)n2)cc1	-3	35	-60	-2	24	i	-9	14	0	0
2	CCCCn1cnc(C(=O)OCC)c1N	-1	-2	-15	0	23	i	-27	-1	1	0

The whole of this part, from the first entry:
#	Structure	GSK3A inh	HSF1 activator	aSyn UTR inh	HSP90 refold inh	AI-2 QS modul	PolyA inhibitor	KLF5 inhibitor	HSF1 inhib	GSK3B inh	IEC-6 cytotox
1	COc1ccc(-c2csc(COC(=O)C(C)(C)C)n2)cc1	-3	35	-60	-2	24	i	-9	14	0	0
2	CCCCn1cnc(C(=O)OCC)c1N	-1	-2	-15	0	23	i	-27	-1	1	0
3	Cc1[nH]c(=S)[nH]c(=O)c1CCOc1ccccc1	-2	-13	7	0	-12	i	-32	-4	1	-9
4	CCCCn1c(N)c(N(CCOC)C(=O)C(C)N2C(=O)c3ccccc3C2=O)c(=O)[nH]c1=O (stereo unspecified)	-3	-17	-4	x	50	i	x	2	2	x
5	O=C(c1ccc(F)cc1)N1CCN(Cc2ccccc2)CC1	-1	-7	12	1	6	i	-16	-3	-2	5
6	COc1cccc(NC(=O)C(=O)N/N=C/c2ccc3c(c2)OCO3)c1	-2	-1	-13	-7	3	i	-14	3	0	-2
7	CC(C)C(=O)Nc1ccc(NC(=O)c2ccc3c(c2)OCO3)cc1	-6	-3	-34	0	23	i	-31	6	-3	3
8	COc1ccc(CNC(=O)COC(=O)[C@H](Cc2c[nH]c3ccccc23)NC(=O)c2cccs2)cc1	1	46	-38	1	21	i	-29	21	1	0
9	COc1ccc(Br)c(-c2nnc(CS(=O)(=O)c3ccccc3)o2)c1	1	27	-85	-5	12	i	-108	17	-3	1
10	Cc1cccc(NC(=O)NCC(F)(F)F)n1	1	6	8	4	11	i	-10	-3	-2	1
11	CCn1ncc(S(=O)(=O)N2CCN(c3cccc(OC)c3)CC2)c1C	1	3	-19	-5	16	i	-13	9	-6	-4
12	O=[N+]([O-])c1ccc(N(CC2CO2)S(=O)(=O)c2ccccc2)cc1 (stereo unspecified)	-2	26	11	2	5	i	0	8	-3	0
13	O=C(NCCc1ccccc1)[C@@H]1CC=C[C@@H]2CCN(C3CCCCC3)C(=O)[C@@H]21	0	1	15	x	-3	i	x	-2	4	x
14	CCOC(=O)c1c(NC(=O)CSc2nnc(-c3cccnc3)o2)sc(C)c1C	-2	11	-25	0	20	i	-25	6	2	1
15	CCc1ccc(OCC(=O)Nc2ccc(-c3nc4ccccc4o3)c(O)c2)cc1	-1	14	-97	0	15	i	-26	7	-1	-3
16	O=S(=O)(NCCc1ccccn1)c1ccc(F)c(F)c1	-1	-13	4	4	9	i	-3	-5	0	0
17	CC(C)NC(=O)c1sc(=S)n2c1[nH]c(=O)c1ccc(C(=O)NCCc3ccc(Cl)cc3)cc12	-2	33	-20	1	-4	i	-7	2	0	2
18	O=C(Nc1cccc(Cl)c1N1CCCCC1)c1ccc(N2CCOCC2)c([N+](=O)[O-])c1	-10	-21	-2	3	12	i	-2	-5	9	-2
19	Cc1c(Cl)cccc1NC(=O)C1CCN(c2cnccn2)CC1	5	-4	23	2	-1	i	-20	0	-2	6
20	O=c1c2ccccc2c(C=Nc2ccc(Cl)cn2)c(O)n1-c1cc(Cl)ccc1N1CCOCC1	-1	-6	-25	-2	42	x	-54	-3	1	0
21	C=CCN1C=C/C(=C\C=C(C#N)C#N)c2ccccc21	18	9	12	1	1	x	33	1	2	9
22	CCC(C)N=C1SCC(C)(/C=N/O)S1 (stereo unspecified)	-2	12	-1	4	32	i	2	-3	4	1
23	CSc1nc2sc3c(c2c(=O)n1C)CCC(C)C3 (stereo unspecified)	-3	30	-165	-1	20	i	19	3	0	9
24	N/C(=N\c1nc2ccccc2o1)NC(=O)c1cccc(Br)c1	-1	0	1	1	18	i	-28	-1	-2	-3
25	COc1ccc(C(C(=O)NCC2CCCO2)N(C(=O)CNC(=O)c2cccs2)c2ccc(NC(C)=O)cc2)cc1OC (stereo unspecified)	2	11	1	-3	40	i	-18	-1	0	-13
26	CC1CN(C(=O)C(C)Sc2nnnn2C)CC(C)O1 (stereo unspecified)	0	1	-4	3	28	i	0	3	3	-1
27	COc1cccc(CN2CCCC(CNC(=O)c3ccc(F)cc3)C2)c1OC (stereo unspecified)	-1	8	7	-2	13	i	-42	-8	3	4
28	N/C(=N\OC(=O)c1ccccc1)c1ccccn1	25	-70	18	58*	24	i	-49	-65*	-2	2
29	Cn1c(=O)c2c(SCC(=O)NCCc3ccccc3)nc(C3CC3)nc2n(C)c1=O	-1	-14	28	-3	13	i	4	0	-2	-6
30	CCc1cc2ccc(OC)cc2nc1SCC(=O)NNC(=O)c1ccco1	-2	36	13	3	-12	i	-13	8	-1	-5
31	C=CCN(C(=O)CCC(=O)Nc1cc(C)on1)C(C(=O)NC(C)(C)C)c1cccc(OC)c1OC (stereo unspecified)	0	83*	7	-1	18	i	-26	30	1	-3
32	CCn1c(SCC(=O)NCc2ccccc2)nnc1C(CO)NC(=O)c1ccccc1 (stereo unspecified)	0	36	3	-1	22	i	-13	5	4	0
33	O=C(COc1cccnc1[N+](=O)[O-])NCc1cccs1	-2	7	-34	-2	-31	i	-41	3	1	-7
34	CCCn1nnnc1NCc1ccc(Cl)cc1Cl	-2	-1	-9	2	43	i	-24	1	0	-3
35	COc1ccc(N2CCN(Cc3nc4scc(-c5cccs5)c4c(=O)[nH]3)CC2)cc1	0	-7	21	-4	7	i	-32	-6	-2	-11
36	CC(=O)CC1(O)C(=O)N(Cc2ccccc2)c2ccccc21 (stereo unspecified)	0	12	-8	3	-15	i	-38	0	-4	-2
37	Cc1ccc(C)c(NC(=O)c2ccc[n+](Cc3ccc([N+](=O)[O-])cc3)c2)c1	-4	-6	12	3	7	i	-16	0	0	1
38	CCOC(=O)C1CCN(c2c(N3CCCCCC3)c(=O)c2=O)CC1	-1	-10	13	-1	25	i	-35	-4	1	-4
39	Cc1nn2c(=S)[nH]nc2[nH]c1=O	1	-3	1	2	-7	i	-13	-1	2	0
40	N#CCn1cc(/C=N/NC(=O)c2cc3c(ccc4ccccc43)o2)c2ccccc21	0	-6	-112	10	15	i	-7	-4	2	6
41	COC(=O)c1ccc(COc2ccccc2[N+](=O)[O-])o1	x	30	-46	1	17	i	-40	10	-2	-4
42	COc1cc2ccccc2cc1C(=O)N/N=C/c1cccnc1	0	-11	-49	0	15	i	19	-4	1	14
43	Cc1ccc(NC(=O)c2ccc(Cl)cc2[N+](=O)[O-])nc1	5	5	-13	2	23	i	50	-3	2	38*
44	COc1ccc(CC(=O)OCC(=O)Nc2c(C)n(C)n(-c3ccccc3)c2=O)cc1	4	2	-3	6	17	i	11	-3	2	7
45	COc1ccc(NC(=O)c2ccc(S(=O)(=O)N(C)C)cc2)cc1	-6	-3	-25	-2	12	i	-21	4	-1	-4
46	O=C(c1cccc(C(F)(F)F)c1)C1CCCN(C(=O)c2cc(C3CC3)[nH]n2)C1 (stereo unspecified)	-1	1	3	0	14	i	-23	3	2	-5
47	Cc1cc2nnc(SCC(=O)Nc3cccc(S(=O)(=O)N4CCOCC4)c3)n2c2ccccc12	-4	0	29	-1	22	i	12	3	1	1
48	CCCCCCNC(=O)Cc1c(O)c2ccccc2[nH]c1=O	-3	5	21	0	30	i	-22	4	0	-3
49	CCN(CC)S(=O)(=O)c1ccc(Cl)c(NC2=NCCCCC2)c1	-1	-7	6	4	2	i	-7	-5	-1	1
50	Fc1ccc(Cn2ccc(-c3cnc(-c4ccccc4)s3)n2)cc1	3	62*	-140	-3	-3	i	-101	39	3	-8
51	C#CCNC(=O)C1=C[C@H](c2ccc(C(F)(F)F)cc2)C[C@H](OCCCCO)O1	0	-1	-3	9	-7	i	-4	1	-5	3
52	CCOC(=O)C1=NOC(C(=O)NN(C)c2ncc(C(F)(F)F)cc2Cl)C1 (stereo unspecified)	-1	3	-8	-2	4	i	-38	4	0	-6
53	O=S(=O)(c1cccc2ccccc12)n1nnc2ccccc21	0	10	17	1	-3	i	6	-3	2	1
54	O=C(O)c1cccc(S(=O)(=O)Nc2ccccc2-c2ccccc2)c1	0	-42	-16	3	17	i	-7	-26	3	-7
55	Cc1ccc(-n2c(=O)cc(N3CCN(Cc4ccccc4)CC3)[nH]c2=O)cc1	x	-67	4	-1	15	i	-34	-57*	1	1
56	O=c1c2c([nH]n1-c1ccccc1)CCSC2	1	0	-3	-5	30	i	-28	-4	-1	-1

Additional results follow:
#	Structure	GSK3A inh	HSF1 activator	aSyn UTR inh	HSP90 refold inh	AI-2 QS modul	PolyA inhibitor	KLF5 inhibitor	HSF1 inhib	GSK3B inh	IEC-6 cytotox
57	COc1ccccc1NC(=O)C1CCN(C(=O)C2CC(=O)N(c3ccc(C)cc3)C2)CC1 (stereo unspecified)	-1	-54	-1	-2	10	i	-26	-41	2	-5
58	Cc1cc([N+](=O)[O-])nn1CC(=O)NCc1ccccc1	-1	-12	-4	-2	26	i	14	2	-4	3
59	CCOc1ccc(N(CC(=O)NC2CCCCC2)C(=O)Cn2nnc(-c3ccc(C)o3)n2)cc1	x	8	11	4	9	i	-29	2	8	-2
60	CC(C)CCN(C(=S)Nc1cccc(C(F)(F)F)c1)C(C)c1ccccn1 (stereo unspecified)	4	2	17	-2	11	i	-12	4	1	-3
61	O=C(NN=C1c2ccccc2-c2ccccc21)c1cccc(Br)c1	2	-20	-9	2	6	i	-1	-12	0	7
62	CNC(=S)NCCc1ccc(OC)cc1	0	-15	9	-1	11	i	-17	-3	-5	-6
63	O=C(NCC1CCCO1)c1ccc2c(=O)n(CCc3ccccc3)c(=O)[nH]c2c1 (stereo unspecified)	0	-5	-25	-2	1	i	-26	4	-2	-1
64	N#C/C(=C\c1cn(CC(=O)N2CCCC2)c2ccccc12)C(=O)NCc1ccc2c(c1)OCO2	-1	-16	6	-1	20	i	11	1	-2	2
65	COc1cc([N+](=O)[O-])cc(/C=N/NC(=O)C(C)Nc2cccc3ccccc23)c1O (stereo unspecified)	-1	-46	0	6	52	i	1	-37	1	5
66	CCC(=O)N1CCc2cc(Br)cc(S(=O)(=O)N(C)c3ccc(OC)cc3)c21	2	35	-4	-3	29	i	-25	6	1	2
67	CCOC(=O)CN1C(=O)C2(OCCCO2)c2ccccc21	-2	-5	17	0	12	i	16	0	4	0
68	Cc1ccc(C(=O)NC(=S)Nc2ccc(-c3ccc(CO)o3)cc2)cc1	0	14	-59	4	43	i	0	26	-2	-12
69	CC1C(c2ccccc2)N(C)C(c2ccccc2)CC1(O)c1ccccc1 (stereo unspecified)	-3	-3	24	1	0	i	-55	6	1	0
